Assay outcomes from PubChem BioAssay.
RTF Ca sens inh – cardiac RTF calcium desensitization. IANBD-labeled cardiac RTF, Ca2+ fluorescence. inhibition, % at 7.15 µM. 0.12% of 340,000 active. AID 493244;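 active = inhibition above the mean inhibition of all tested compounds plus 3 SD, cut at about 17% in these data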;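 also: assay run at fixed EC70 calcium of 1.6 mM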
Arr AP2 block – blocks beta-arrestin peptide binding to AP2 adaptin; 0.31% of 340,000 active; FITC-arrestin peptide / GST-AP2 beads, flow cytometry; AP2 beta2 appendage carries R879A mutation; AID 504490; inhibition, % at 10 µM;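 active = inhibition above a set limit, near 3 SD of compounds lacking own fluorescence, cut at about 54% in these data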;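 also: plate controls were DMSO wells for no effect and 5 µM unlabelled arrestin peptide for full effect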
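System: GST-AP2 R879A glutathione beads | Also added: FITC-arrestin peptide, 50 nM | Times: 12 min plus 1 h, RT | Signal: Bead flow cytometry, FITC channel | Buffer or medium: PBS with 0.05% Tween 20 and 0.1% BSA | Read-out basis: Percent drop in bead-associated FITC signal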
NSD2 HMT inh – inhibitors of human histone methyltransferase NSD2; O96028; NSD2 peptide methylation, AlphaScreen, 120 min; inhibition, % at 12.5 µM; 0.54% of 310,000 active; AID 743445; in the data active = inhibition above about 50%
DAGLB inhibitor – blocks human DAGLB lipase activity; Q8NCG7; HEK293T DAGLB membrane lysate, EnzChek fluorogenic substrate; inhibition, % at 5.17 µM; 0.059% of 340,000 active; AID 504411; in the data active = inhibition above about 34%;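 also: 0% = enzyme with vehicle and 100% = wells lacking enzyme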
CAL PDZ FP-1 – blocks peptide binding to the human CAL PDZ domain; Q9HD26; 0.92% of 300,000 active; AID 602252; purified CAL PDZ, TMR-peptide fluorescence polarization, 1 h; inhibition, % at 24.9 µM;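 active = mean inhibition of at least 30% with at least half of replicates also reaching 30%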;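 also: 0% = DMSO neutral control and 100% = excess unlabeled competitor peptide PRC23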
V-ATPase pHluor – yeast V-ATPase proton transport regulation by pHLuorin. S. cerevisiae, pHLuorin cytosolic pH fluorescence. response, % at 10 µM. 0.37% of 350,000 active. AID 504577; in the data active = response mostly above about 7.3%, no sharp cut-off; inactive = mostly below about 5.4%; also: actives read high; inactives centre near 0; some compounds called inactive have numbers as strong as hits; reference of the scale not given here
Keap1 Nrf2 FP – Keap1-Nrf2 (human) interaction inhibition. inhibition, % at 9.4 µM. Keap1 Kelch-Nrf2 peptide fluorescence polarization, 1536-well. AID 504523. 0.15% of 340,000 active; in the data active = inhibition above about 12%;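 also: human Keap1 Kelch domain with fluorescein labeled Nrf2 9mer peptide probe; 0% = neutral control wells and 100% = peptide positive control; higher means more block of Keap1 binding to Nrf2 peptide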
Target sequence (Q14145 whole entry, looked up, the tested form may be a part): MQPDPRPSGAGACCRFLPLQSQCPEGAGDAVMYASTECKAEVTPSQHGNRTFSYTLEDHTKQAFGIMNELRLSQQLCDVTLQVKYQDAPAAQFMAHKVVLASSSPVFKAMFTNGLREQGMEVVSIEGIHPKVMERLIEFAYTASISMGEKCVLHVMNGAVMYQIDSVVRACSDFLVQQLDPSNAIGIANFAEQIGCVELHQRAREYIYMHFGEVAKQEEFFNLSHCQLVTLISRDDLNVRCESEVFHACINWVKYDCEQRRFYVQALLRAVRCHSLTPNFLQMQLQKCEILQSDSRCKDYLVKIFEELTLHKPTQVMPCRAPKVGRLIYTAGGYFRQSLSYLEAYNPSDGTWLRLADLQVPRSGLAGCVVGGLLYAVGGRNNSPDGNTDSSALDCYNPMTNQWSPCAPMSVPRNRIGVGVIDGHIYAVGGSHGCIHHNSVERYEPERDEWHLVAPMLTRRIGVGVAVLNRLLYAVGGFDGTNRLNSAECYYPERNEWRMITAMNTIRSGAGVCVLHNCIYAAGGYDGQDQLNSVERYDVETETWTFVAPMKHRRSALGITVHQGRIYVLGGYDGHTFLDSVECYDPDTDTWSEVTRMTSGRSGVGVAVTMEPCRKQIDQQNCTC
CAL PDZ FP-2 – inhibitors of human CAL PDZ peptide binding | Q9HD26 | purified CAL PDZ, TMR-peptide fluorescence polarization, 1 h | inhibition, % at 20 µM | 0.02% of 330,000 active | AID 504414;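 active = highest replicate inhibition of at least 40%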;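 also: plate controls were DMSO neutral control wells for no effect and unlabeled competitor peptide control wells for full effect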
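System: tagged CAL PDZ domain. Schedule: 1 h room-temperature incubation prior to read. Signal: fluorescence polarization (mP). Measure: percent inhibition from loss of millipolarization.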
Pemphigus Ab inh – human desmoglein-3 autoantibody binding inhibition; DSG3-coupled beads, scFv-anti-DSG3-GFP binding, flow cytometry; stronger effect = lower value; binding (percent of control), % at 10 µM; 0.48% of 310,000 active;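 active = binding more than 3 SD below its plate's average and above zero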;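 also: hits lower antibody fragment binding to DSG3; some compounds called inactive have numbers as strong as hits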
C-LANA FP – blocks KSHV LANA C-terminal domain binding to DNA; 0.078% of 340,000 active; AID 504423; MBP-C-LANA/FAM-LBS DNA binding, fluorescence polarization; inhibition, % at 9 µM;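 active = highest replicate inhibition at or above 60% at 9 µM, even if other replicates fall short; inactive = all replicates below 60% inhibition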;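 also: 0% = neutral control wells and 100% = 4 µM acridine orange control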
The depositor's hits bear a star; · = no result given.

compound,Keap1 Nrf2 FP,Pemphigus Ab inh,CAL PDZ FP-2,Arr AP2 block,RTF Ca sens inh,DAGLB inhibitor,C-LANA FP,V-ATPase pHluor,NSD2 HMT inh,CAL PDZ FP-1
COc1ccc(CC2S/C(=N/N=C/c3ccc(O)cc3)NC2=O)cc1 (centres undefined),1,80,-0.3,38,5,2,-0.6,-1,-1,0
Cc1ccc2nc3n(c(=O)c2c1)CCCCC3,-3,103,-4.2,-2,-8,-2,-1.0,-1,-1,2
CN(C)C(=O)c1c(C(F)(F)F)nn(C)c1Cl,-2,99,0.3,-11,-3,-1,1.2,0,0,0
c1ccc(-c2nn[nH]n2)nc1,1,107,-0.6,2,-2,3,0.0,3,-10,-9
O=C(Cc1ccc(NC(=O)C2CCCN(C(=O)C3CCCCC3)C2)cc1)Nc1cccc(C(=O)N2CCCCC2)c1 (centres undefined),-1,99,-1.7,-19,2,-2,7.1,0,·,5
COc1cc(OC)c(NC(=O)Cn2cccc2)cc1Cl,-7,102,1.5,-4,3,0,-0.8,0,6,·
CCCCCn1c(=NC(=O)c2cccnc2)c(C#N)cc2c(=O)n3cccc(C)c3nc21,-1,87,-2.9,8,-7,4,-0.3,3,·,-4
CN(CC1CCCO1)S(=O)(=O)c1ccc(C(=O)Nc2ccc(S(N)(=O)=O)cc2)cc1 (centres undefined),0,109,-2.1,-15,-3,1,-0.7,-1,-1,-6
CCOc1ccc(C(=O)C(CCC(CN(C)C)C(=O)c2ccc(OCC)cc2)CN(C)C)cc1 (centres undefined),-230,111,0.2,-7,-8,1,8.1,9.6*,24,-3
COc1ccc(C#Cc2c(-c3ccccc3)n(-c3ccccc3)c3ccc(CO)cc23)cc1,-2,100,0.5,28,4,-6,0.2,0,·,-4
Cn1c(NCc2ccccc2Cl)nc2ccccc21,-1,96,-1.3,7,-6,-4,0.0,-2,·,·
O=C(CN1C(=O)COc2ccccc21)N1CCOCC1,-4,86,-0.1,-4,2,0,-2.0,2,-5,-7
COC(=O)Cc1ccc(NC(=S)N2CCN(C(=O)C3CCCO3)CC2)cc1 (centres undefined),-2,102,-0.4,-6,-6,-2,0.2,-3,-1,·
Cc1ccc(OCCC(=O)Nc2ccc(F)c(Cl)c2)cc1,2,·,-1.8,2,0,-7,1.4,1,-2,1
COc1ccc(CCN2C(=O)C3C4C=CC(C4)C3C2=O)cc1OC (centres undefined),-2,100,0.7,-1,-4,-1,1.2,0,0,0
Cc1ccc(NC(=O)CSc2nnc(CNC(=O)c3ccco3)n2C)cc1,-4,104,-1.4,-11,-10,1,-0.2,1,1,1
CC1CCC(NC(=O)c2ccc(CS(=O)(=O)Cc3ccccc3F)o2)CC1 (centres undefined),2,102,0.0,20,4,2,0.8,0,2,3
COc1cc(CC(=O)OCC(=O)c2c[nH]c3ccccc23)cc(OC)c1OC,3,97,-0.1,19,3,0,-0.3,-3,-1,4
COc1ccc(S(=O)(=O)NC(C)C(=O)NCc2ccc3c(c2)OCO3)cc1OC (centres undefined),-8,104,-1.9,-3,-22,-2,-0.8,0,-2,1
Cc1ccc(S(=O)(=O)NCc2cccnc2)cc1C(=O)N1CCCC1,2,105,-0.2,35,-4,-1,-0.6,-3,2,2
O=C(CCCOc1ccccc1)N1CCN(c2ccccc2)CC1,-6,114,-1.5,-2,-13,-1,0.6,5,·,2
Cc1cccc(CCN(CC(=O)NC(C)(C)C)C(=O)c2csnn2)c1,-5,99,-0.9,-3,-8,-4,-0.3,-1,-3,0
Cc1ccc2ccccc2c1NC(=O)c1ccco1,1,92,-0.9,-3,-3,-3,-1.0,-1,0,-5
CCN(CC)C(=O)CSc1nc2ccccc2o1,-3,106,-0.5,3,1,0,-0.9,1,0,-3
Cc1ccc(-c2noc(CC(=O)c3ccc([N+](=O)[O-])cc3)n2)cc1,-1,90,-1.5,19,-1,1,-1.9,-3,-1,-1
Cc1ccc(C=Nc2ccc(N(C)C)cc2)o1,-2,101,2.1,15,1,9,-2.5,2,4,-2
COc1cc(OC)cc(C(=O)N[C@H](C(=O)Nc2nc3ccc(S(C)(=O)=O)cc3s2)C(C)C)c1,2,97,·,-16,-5,-1,-0.3,1,1,0
COc1cccc(N/C(SCc2ccccc2C)=C(/C#N)C(=O)NCc2cccs2)c1,3,119,-0.7,8,-8,-10,-0.9,-3,0,-5
CCCN(C(=O)c1cc(S(=O)(=O)N(C)c2ccc(OCC)cc2)ccc1C)C1CCS(=O)(=O)C1 (centres undefined),-4,101,-1.6,-10,5,-1,1.0,3,-2,-1
Cc1cc(NS(=O)(=O)c2ccc(NC(=O)C(C)Oc3cccc(C)c3C)cc2)nc(C)n1 (centres undefined),3,99,-2.5,-6,-7,1,0.4,2,0,-6

Of the compounds above, two have an aryl thioether with sulfur outside any ring:
compound,Keap1 Nrf2 FP,Pemphigus Ab inh,CAL PDZ FP-2,Arr AP2 block,RTF Ca sens inh,DAGLB inhibitor,C-LANA FP,V-ATPase pHluor,NSD2 HMT inh,CAL PDZ FP-1
Cc1ccc(NC(=O)CSc2nnc(CNC(=O)c3ccco3)n2C)cc1,-4,104,-1.4,-11,-10,1,-0.2,1,1,1
CCN(CC)C(=O)CSc1nc2ccccc2o1,-3,106,-0.5,3,1,0,-0.9,1,0,-3

The list goes on.
compound,Keap1 Nrf2 FP,Pemphigus Ab inh,CAL PDZ FP-2,Arr AP2 block,RTF Ca sens inh,DAGLB inhibitor,C-LANA FP,V-ATPase pHluor,NSD2 HMT inh,CAL PDZ FP-1
CCOC(=O)C1(C(F)(F)F)N=C(c2ccccc2F)OC(N(C)C)=N1 (centres undefined),-8,·,-0.8,-7,0,-3,1.7,1,-3,-4
COC(=O)c1ccc(-c2c(-c3ccccc3)ncc3cc(F)ccc23)cc1,-2,100,-0.4,-7,3,-7,3.7,-2,·,-5
CCOC(=O)c1cnc2nc(C)[nH]n2c1=O,0,96,-1.1,19,2,-1,0.3,2,1,·
O=[N+]([O-])c1ccc(Oc2ccc(Oc3ccc(C(F)(F)F)cn3)cc2)nc1,0,122,-2.6,9,-1,-14,-1.4,2,-1,-4
Cc1ccccc1OCC(O)Cn1c(NCc2ccco2)nc2c1c(=O)[nH]c(=O)n2C (centres undefined),-9,72,-1.5,12,9,0,1.3,1,·,-3
COc1ccc(OC)c(NC(=O)CCC(=O)Nc2nnc(C(C)C)s2)c1,-5,99,-2.8,1,1,2,0.7,-2,-2,-1
CC(C)(C)c1ccc(C(=O)NCCC(=O)N2CCC3(CC2)NCCc2[nH]cnc23)cc1,3,99,-1.7,3,-5,0,-0.3,-3,-1,-4
COCc1nnc(NS(=O)(=O)c2ccc(F)cc2)s1,-6,100,·,2,-7,1,4.1,0,-3,-2
Cc1c(Cl)cccc1NC(=S)N1CCN(c2ncccn2)CC1,-5,95,-0.5,-8,-1,-5,0.4,0,1,6
CC(C)(C)c1cc(N2CCOCC2)n2ncc(-c3ccc(Cl)cc3)c2n1,-1,99,-0.1,14,-4,-4,0.4,-2,21,2
CC(C)CN(CCNC(=O)CN1N=C(c2ccc(Cl)cc2)CCC1=O)CC(C)C,0,96,-1.2,19,-3,-2,-1.2,-2,-1,-3
O=C(NNC(=O)c1ccccc1F)c1ccc(-c2ccc(Cl)cc2)o1,1,99,-5.6,25,1,-3,-0.1,3,2,3
O=C(CN1CCOCC1)Nc1c2c(nc3c1CCC3)CCC2,0,104,0.0,2,5,-3,-1.4,-6,·,·
CC(C)(C)OC(=O)N1CCN(C(=O)c2[nH]cnc2C(=O)NCC(=O)OCc2ccccc2)CC1,1,101,-0.3,28,-5,-1,0.6,-2,·,-3
COCCNC(=O)CN(C(=O)c1ccc(N2CCCC2)nc1)c1ccc(F)c(Cl)c1,3,105,0.2,5,-10,0,2.6,1,-1,·
C#CC(CCN1CCCCC1)(OC)c1ccccc1 (centres undefined),3,105,1.5,8,-1,-1,-2.4,1,-1,0
O=C(CCNC(=O)Cn1ccc2ccccc2c1=O)NCCCN1CCOCC1,0,98,-1.3,5,1,-3,0.0,-2,-3,-2
CN(C)c1ccc(C#Cc2ccc3cc(CCO)oc(=O)c3c2)cc1,-7,106,0.6,0,-6,5,1.5,-2,·,-3
Cc1c(Cl)cccc1NC(=S)Nn1cnnc1,-3,109,0.3,23,1,-1,-0.3,6,-2,6
CCOc1cc(/C=N/NC(=O)c2ccncc2)ccc1OC(=O)c1ccccc1,2,88,-0.1,4,-1,-2,0.5,-1,1,0
COc1ccccc1C(=O)NCc1ccncc1,2,107,·,2,-5,-1,1.5,3,-5,-5
CN(CCCn1c(=S)[nH]c2ncccc2c1=O)Cc1ccccc1,3,104,-1.5,24,-6,0,0.5,10,-2,0
CSc1nc(-c2ccc(C)cc2)nc(N)c1C#N,-3,99,-0.1,-8,-14,-6,1.2,-5,-2,·
OCCN(Cc1ccccc1)CC1CC2C=CC1C2 (centres undefined),-1,91,-1.0,19,-4,-3,1.2,0,1,·
COc1ccc(OC2C(=O)N(CCc3ccc(OC)c(OC)c3)C2c2ccc3c(c2)OCO3)cc1 (centres undefined),-6,102,-3.3,2,2,-2,-0.8,-1,-1,-4
CC(C)Nc1nc2cccnc2s1,-7,108,-1.1,3,-6,-3,-1.2,2,-4,-4
Cc1csc(NC(=O)c2ccc(C)c([N+](=O)[O-])c2)n1,3,122,-0.4,-12,-6,-2,0.0,2,3,-3
Cc1nnc(NC(=O)CCC(=O)NCc2cccs2)s1,-2,104,-0.9,4,-1,-3,0.5,-1,3,-1
Cc1ccc(-c2onc(C)c2C)cc1S(=O)(=O)N1CC(C)Oc2ccccc21 (centres undefined),-2,109,-0.2,-6,-5,-9,-2.0,-3,-2,23
Cc1csc(-c2cccnc2)n1,-1,104,1.0,-5,-4,1,6.4,-1,0,-5
CCN(CC)CC#CCC(O)(c1ccccc1)c1ccc(Br)cc1 (centres undefined),-3,101,-4.8,-4,-8,0,-0.9,-3,6,-3
O=C(NNS(=O)(=O)c1ccc([N+](=O)[O-])cc1)c1ccccc1,2,93,-0.2,1,-3,2,1.5,1,1,-4
O=C(Cn1cnc([N+](=O)[O-])c1)NC1CCCC1,3,92,-3.0,-4,0,1,-0.6,2,0,-1
Cc1ccc(-n2nc(C)c3c2OC(N)=C(C#N)C3c2ccncc2)cc1 (centres undefined),0,90,-0.4,19,9,3,-1.9,-5,6,-4
COc1ccc(/C=C2\SC(=S)N(CCCC(=O)Nc3cc(C)on3)C2=O)cc1OC,-15,·,-0.5,76*,-1,1,4.0,3,4,4

The list is partial; count on the stated rates, not on these rows.
